Screening results from PubChem BioAssay.
pCIP destab: p/CIP protein destabilization; F442A p/CIP-EGFP cells, EGFP fluorescence, 16 h; decrease of EGFP signal, % at 10 µM; 0.01% of 290,000 active; AID 1984;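 active means EGFP signal decrease of at least 30% at 10 µM or well 3 SD below plate mean, unless failing retest; inactive means the rest, including hits failing retest or dose response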; further: some compounds called inactive have numbers as strong as hits; many of its hits are not listed in these tables
Target sequence (Q05BA5 1-1403): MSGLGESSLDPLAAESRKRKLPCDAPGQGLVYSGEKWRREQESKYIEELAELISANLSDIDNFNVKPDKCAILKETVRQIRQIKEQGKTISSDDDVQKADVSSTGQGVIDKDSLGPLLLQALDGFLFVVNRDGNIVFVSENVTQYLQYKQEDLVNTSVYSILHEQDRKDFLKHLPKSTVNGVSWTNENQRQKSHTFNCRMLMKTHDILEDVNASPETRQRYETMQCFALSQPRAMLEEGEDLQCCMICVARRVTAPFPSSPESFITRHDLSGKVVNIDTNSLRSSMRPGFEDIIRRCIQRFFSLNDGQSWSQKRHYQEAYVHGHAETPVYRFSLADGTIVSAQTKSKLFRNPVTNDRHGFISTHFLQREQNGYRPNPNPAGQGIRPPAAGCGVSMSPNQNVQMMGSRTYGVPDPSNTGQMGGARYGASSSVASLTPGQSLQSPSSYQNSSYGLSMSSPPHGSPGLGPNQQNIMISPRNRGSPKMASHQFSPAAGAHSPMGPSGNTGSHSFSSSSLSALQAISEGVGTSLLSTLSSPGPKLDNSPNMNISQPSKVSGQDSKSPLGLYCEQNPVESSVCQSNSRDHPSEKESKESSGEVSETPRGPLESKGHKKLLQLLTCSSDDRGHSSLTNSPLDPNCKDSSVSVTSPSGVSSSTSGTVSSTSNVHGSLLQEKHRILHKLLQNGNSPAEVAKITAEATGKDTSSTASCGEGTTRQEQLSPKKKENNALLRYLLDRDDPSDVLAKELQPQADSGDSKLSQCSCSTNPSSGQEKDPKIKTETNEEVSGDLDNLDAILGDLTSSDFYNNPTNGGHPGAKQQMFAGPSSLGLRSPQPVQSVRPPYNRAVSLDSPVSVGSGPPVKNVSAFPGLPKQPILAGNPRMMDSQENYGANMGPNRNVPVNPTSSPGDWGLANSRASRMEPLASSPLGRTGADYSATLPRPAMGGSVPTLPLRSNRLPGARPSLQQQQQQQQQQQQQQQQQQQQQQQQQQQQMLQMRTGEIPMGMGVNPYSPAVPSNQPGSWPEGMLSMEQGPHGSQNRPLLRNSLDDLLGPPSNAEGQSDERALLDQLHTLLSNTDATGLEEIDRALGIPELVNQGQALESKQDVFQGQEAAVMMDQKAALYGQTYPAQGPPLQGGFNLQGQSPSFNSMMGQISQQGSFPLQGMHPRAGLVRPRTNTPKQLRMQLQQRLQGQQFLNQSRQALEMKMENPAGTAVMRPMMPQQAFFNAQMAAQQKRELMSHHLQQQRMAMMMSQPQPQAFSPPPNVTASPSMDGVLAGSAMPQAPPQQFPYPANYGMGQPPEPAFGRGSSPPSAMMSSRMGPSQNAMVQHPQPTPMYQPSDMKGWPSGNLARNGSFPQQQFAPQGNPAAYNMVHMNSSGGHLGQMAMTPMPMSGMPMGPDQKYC
UBC9 SUMO inh: blocks human SUMOylation mediated by UBC9; P63279; 0.36% of 290,000 active; HTRF SUMOylation assay, SAE1/SAE2 + UBC9, in vitro; inhibition, % at 35 µM; in the data active means inhibition above about 50%, passing the limit was not always enough; further: strong numbers were not always called active
IDE act: boosts human insulin-degrading enzyme activity in HEK cells; P14735; FAbeta-B cleavage, fluorescence polarization; 0% vehicle, 100% cell-free pure enzyme wells; activation, % at 5.96 µM; 0.073% of 340,000 active; AID 493087;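 active means activation above the mean of all tested compounds plus 3 SD, set per screening campaign, cut at about 17% in these data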
IDE cell inh: inhibits human insulin-degrading enzyme in HEK cells; P14735; FAbetaB cleavage, fluorescence polarization; inhibition, % at 5.59 µM; 0.41% of 320,000 active; AID 434962;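 active means percent inhibition above the average of all tested compounds plus 3 SD, set per screening campaign, cut at about 16% in these data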;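 further: IDE supplied by intact live HEK cells; FP after avidin binding of uncleaved biotin substrate so inhibition keeps polarization high; 0% = DMSO wells and 100% = 60 µM reference IDE inhibitor Ii1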
MEKK2 WT-MEK5: raises or lowers MEK5 binding to wildtype human MEKK2 PB1 domain | Q9Y2U5 | bead flow cytometry, Alexa488-MEK5 binding to MEKK2 WT; actives lie on both sides | binding response (% of control), % at 10 µM | 1.1% of 290,000 active; in the data active means binding response below about 67% or above about 130%
MEKK3 PB1 HTS: raises or lowers MEK5 binding to the human MEKK3 PB1 domain. Q99759. bead-based flow cytometry, Alexa488-MEK5 binding to MEKK3; actives lie on both sides; 0 = blocked by unlabeled MEK5, 100 = vehicle. binding response (% of control), % at 10 µM. 1.4% of 290,000 active. AID 1529;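 active means binding response more than 3 SD above or below the average of its plate-row segment, actives on both sides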;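 further: Alexa488 bead fluorescence after subtracting the streptavidin-only scavenger bead signal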
M18AAP inhibitor: PfM18AAP enzyme inhibition; recombinant PfM18AAP, H-Glu-NHMec fluorogenic cleavage; inhibition, % at 7.35 µM; 1.2% of 290,000 active; AID 1822;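 active means inhibition above the campaign mean inhibition over all tested compounds plus 3 SD, cut at about 28% in these data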;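 further: 0% = plate median of test compound wells and 100% = 2 mM ZnCl2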
NALP1 yeast inh: blocks the NALP1 inflammasome reconstituted in yeast | S. cerevisiae NALP1/ASC/caspase-1 growth, X-gal OD620, 72 h | inhibition, % at 10 µM | 0.61% of 280,000 active | AID 2071; in the data active means inhibition mostly above about 24%, no sharp cut-off; inactive means mostly below about 32%; further: some compounds called inactive have numbers as strong as hits
MEKK2 mut-MEK5: signal of MEK5 binding to mutant human MEKK2 PB1 domain | bead flow cytometry, Alexa488-MEK5 binding to MEKK2 mutant | percent response, % at 10 µM | 0.35% of 290,000 active; in the data active means percent response above about 24%, passing the limit was not always enough; further: inactives centre near 1; some results filed as inactive read as strong as hits; reference of the scale not given here
* = called active by the depositor; · = not tested or not shown. A portion of the library, so the mix of outcomes need not match the whole.

SMILES	pCIP destab	UBC9 SUMO inh	IDE act	IDE cell inh	MEKK2 WT-MEK5	MEKK3 PB1 HTS	M18AAP inhibitor	NALP1 yeast inh	MEKK2 mut-MEK5
CCN1CCN(C(c2cccs2)C(C)NS(=O)(=O)c2ccc(C)cc2)CC1 (stereo not given)	10.8	-1.4	-1.2	-1.4	105.0	122.0	1.4	10.3	0.0
CCOC(CNC(=O)Cc1c(C)nc2c(-c3ccccc3)c(C)nn2c1C)OCC	-14.9	4.4	-2.9	1.6	107.0	102.0	-3.7	14.0	6.0
CCCCN(C)CCC(=O)Nc1ccc(C)cc1	-0.4	-12.5	-1.1	-3.2	101.0	100.0	4.0	29.8	-1.0
CCC1CCCCN1CCCNC(=O)CSc1nc2nc(C)c(Cc3ccccc3Cl)c(C)n2n1 (stereo not given)	0.8	·	0.1	4.0	112.0	100.0	3.0	21.0	7.0
O=S(=O)(c1cc(Cl)ccc1Br)N1CCCCC1	-10.3	28.1	-5.3	-3.0	98.0	96.0	-0.6	12.9	1.0
COc1ccc(/C=C2\N=C(C)OC2=O)cc1OC(C)=O	1.4	-3.7	6.4	·	106.0	107.0	-3.1	12.6	13.0
Cc1nc2ccc(S(=O)(=O)NCC(=O)N3CCN(c4ccccn4)CC3)cc2s1	-7.7	2.4	8.0	-0.4	102.0	100.0	5.0	4.3	-3.0
CC(=O)c1sc2nc(CSc3nnnn3-c3ccccc3)[nH]c(=O)c2c1C	-3.1	·	-12.8	14.5	92.0	106.0	-1.1	7.8	-1.0
O=C(O)c1ccccc1C(=O)NCCCn1ccnc1	0.0	15.3	6.0	1.7	106.0	105.0	5.0	19.1	3.0
CCOc1ccccc1OCCCCN1CCCC1	-5.0	26.6	2.5	10.6	107.0	100.0	-0.6	25.6	4.0
COc1cc2c(cc1OC)C(C)N(C(=O)c1cccc([N+](=O)[O-])c1)CC2 (stereo not given)	12.1	-7.2	7.0	0.4	90.0	97.0	-0.8	-13.4	-11.0
O=C1CC(NNc2nc3ccccc3s2)C(=O)N1c1ccc(F)cc1 (stereo not given)	-3.4	-4.7	5.1	-1.3	101.0	103.0	2.9	-5.5	3.0
COCCN1CCN(C(=O)C2CCC(=O)N(CCc3cccc(F)c3)C2)CC1 (stereo not given)	8.6	-4.6	-1.6	9.0	97.0	99.0	-0.6	6.7	-2.0
CC(C)C(c1nnnn1Cc1cccs1)N1CCN(C(=O)c2ccco2)CC1 (stereo not given)	-16.7	6.2	-0.9	3.0	103.0	104.0	4.5	7.5	3.0
CCOC(=O)c1oc2ccccc2c1NC(=O)CCl	-0.9	12.7	7.7	0.5	105.0	104.0	19.1	10.5	3.0
O=c1oc2c(Cl)cc(Cl)cc2cc1-c1nnc(Nc2ccccc2F)s1	-3.0	-5.8	·	-3.5	·	·	-0.5	14.9	·
CCN(c1ccccc1)S(=O)(=O)c1ccc2ccccc2c1	-5.9	-31.0	-3.0	6.1	99.0	103.0	-6.3	17.6	-1.0
O=C(CSc1nc2c(c(=O)n1-c1ccc(F)cc1)SCC2)NCC1CCCO1 (stereo not given)	-0.2	7.8	-1.9	-3.8	99.0	100.0	-8.2	-11.7	2.0
CCc1noc(C)c1C(=O)NNC(=O)COc1ccc(Br)cc1	-7.4	12.5	-2.2	-3.6	107.0	103.0	8.0	17.1	4.0
Cc1ccccc1N1C(=O)CN(Cc2sccc2C)C1=S	2.0	2.1	3.3	9.6	98.0	100.0	0.0	29.7	-1.0

Pulled by structure from above:
SMILES	pCIP destab	UBC9 SUMO inh	IDE act	IDE cell inh	MEKK2 WT-MEK5	MEKK3 PB1 HTS	M18AAP inhibitor	NALP1 yeast inh	MEKK2 mut-MEK5
CCC1CCCCN1CCCNC(=O)CSc1nc2nc(C)c(Cc3ccccc3Cl)c(C)n2n1 (stereo not given)	0.8	·	0.1	4.0	112.0	100.0	3.0	21.0	7.0
CCOc1ccccc1OCCCCN1CCCC1	-5.0	26.6	2.5	10.6	107.0	100.0	-0.6	25.6	4.0
CCCCN(C)CCC(=O)Nc1ccc(C)cc1	-0.4	-12.5	-1.1	-3.2	101.0	100.0	4.0	29.8	-1.0
CC(C)C(c1nnnn1Cc1cccs1)N1CCN(C(=O)c2ccco2)CC1 (stereo not given)	-16.7	6.2	-0.9	3.0	103.0	104.0	4.5	7.5	3.0

(further entries)
SMILES	pCIP destab	UBC9 SUMO inh	IDE act	IDE cell inh	MEKK2 WT-MEK5	MEKK3 PB1 HTS	M18AAP inhibitor	NALP1 yeast inh	MEKK2 mut-MEK5
C=C(C)c1cccc(C(C)(C)NC(=O)NC(c2ccccc2)c2ccc(OC)cc2)c1 (stereo not given)	2.0	-2.4	5.7	1.9	95.0	101.0	-1.6	20.0	2.0
Cc1cc(C)nc(Nc2n[nH]c(-c3ccccc3Br)n2)n1	-2.6	-9.5	3.6	3.9	105.0	104.0	-0.2	26.5	1.0
NNC(=O)COc1ccccc1F	2.9	-14.1	4.7	1.9	93.0	91.0	1.0	8.2	-3.0
O=C(CCCSc1nc2ccccc2[nH]1)NCc1ccco1	-13.0	-13.3	-1.0	1.9	104.0	102.0	-13.5	6.1	2.0
CCCCN1C(=O)C(O)(CC(=O)c2ccco2)c2cc(Br)ccc21 (stereo not given)	-10.2	5.8	6.0	5.9	106.0	116.0	11.7	14.2	12.0
COC(=O)C1CCN(C(=O)C(C)Oc2ccc(Cl)cc2Cl)CC1 (stereo not given)	-11.7	5.3	2.8	-8.6	113.0	107.0	6.1	9.3	5.0
C/C(=N\NC(=O)CNC(=O)C1COc2ccccc2O1)c1ccco1 (stereo not given)	-1.3	4.0	1.2	2.5	106.0	107.0	0.3	11.3	6.0
CCC(CC)C(=O)NCCc1cc2cc(C)c(C)cc2[nH]c1=O	-9.1	5.1	-3.0	2.2	110.0	111.0	-1.6	17.1	12.0
CCOc1ncccc1C(=O)OCC(=O)N1CC(=O)Nc2ccccc21	5.6	1.4	-1.0	-1.3	102.0	101.0	-10.3	22.8	2.0
C/C(=N\Nc1nccnc1Cl)c1ccc(F)cc1	-2.4	5.7	-0.9	6.9	92.0	96.0	14.5	6.3	-7.0
COc1ccc(NC(=O)CSc2nc3ccccc3c(=O)n2CCCC(=O)NCC2CCCO2)c(OC)c1 (stereo not given)	-4.6	10.1	7.1	-0.7	107.0	104.0	-2.0	29.2	6.0
COC(=O)[C@H](Cc1ccccc1)NC(=O)NCCc1ccccc1F	-10.0	23.5	-1.3	-2.4	108.0	105.0	-10.2	9.5	7.0
O=C(Oc1coc(CSc2ncccn2)cc1=O)c1ccc(Br)o1	11.0	-10.7	-0.3	-2.6	110.0	103.0	1.2	12.2	14.0
CCn1cc(/C=C/C(=O)Nc2c(C)nn(Cc3ccccc3C)c2C)cn1	1.0	-1.6	-3.7	3.7	95.0	92.0	7.0	10.1	-2.0
COc1ccc(-c2cc(=O)oc3c(C)c(OC(=O)c4cccs4)ccc23)cc1	10.5	-7.9	-0.5	2.4	106.0	112.0	6.0	16.1	0.0
COC(=O)C1CSC(C)(C)C(=O)N1 (stereo not given)	-7.2	15.4	-2.6	0.1	103.0	106.0	-2.9	1.0	-1.0
CC(C)NC(NC(=O)/C=C/c1ccccc1)C(Cl)(Cl)Cl (stereo not given)	-10.2	10.6	-1.1	7.5	100.0	101.0	4.1	1.0	0.0
CCN(CC(=O)NCc1ccccn1)S(=O)(=O)c1ccc(Cl)cc1	-9.1	21.4	3.7	0.8	107.0	105.0	11.3	6.9	4.0
COC(=O)c1c(C)oc(C)c1S(=O)(=O)N(Cc1ccccc1)C(C)C	-4.1	-1.4	·	-2.9	134.0	129.0*	-1.4	17.6	28.0
CN1CCN(S(=O)(=O)CC2(C)C3CCC2(C)C(=O)C3Br)CC1 (stereo not given)	-6.3	10.7	8.1	1.0	90.0	86.0	1.1	-2.3	-18.0
COc1ccc(S(=O)(=O)NC(C)C)cc1-n1cnnn1	-2.7	14.9	3.4	7.5	91.0	86.0	-7.0	2.9	-8.0
Cc1[nH]c2ccccc2c1C(=O)/C=C/c1ccccc1Cl	8.1	-26.2	0.4	-1.0	98.0	97.0	-5.5	7.2	3.0
C=CCOc1ccn(C)c(=O)n1	4.1	2.4	-1.0	-2.5	93.0	95.0	-12.1	-1.2	4.0
CNC(=O)NCC12CC3CC(CC(C3)C1)C2	-5.7	-5.7	1.1	-4.7	108.0	108.0	-2.9	-13.0	4.0
Cc1ccc(-c2[nH]c3ccccc3c2SCCNC(=O)c2cc3ccccc3oc2=O)cc1	2.2	-27.8	6.5	0.2	96.0	94.0	3.2	25.4	1.0
CCOC(=O)N/N=C(\C)c1ccccc1OC(F)F	-4.5	-10.5	4.0	-0.5	93.0	90.0	12.7	18.9	-6.0
COc1ccccc1-c1noc(CCCC(=O)Nc2ccc(C(N)=O)cc2)n1	-4.1	2.3	·	-1.8	78.0	81.0	-2.7	·	-4.0
O=C(COC(=O)/C=C/c1ccccc1)NCc1ccc(Cl)cc1	-0.8	1.6	2.9	-2.8	109.0	107.0	-4.3	27.5	-1.0
COc1ccc(CCn2c(SCC(=O)Nc3cc(C)on3)nc3ccccc3c2=O)cc1OC	-12.8	6.4	-5.1	-2.1	·	·	-1.1	-6.8	·
O=C(O)CCC(=O)Nc1sc2c(c1C(=O)Nc1ccccc1)CCCCC2	-4.2	33.9	-6.5	4.0	77.0	99.0	36.8*	17.9	-12.0
COC(=O)c1ccc(CSc2nc3c(cnn3-c3ccccc3)c(=O)[nH]2)o1	-1.6	-1.1	0.3	-2.4	100.0	101.0	5.0	4.4	0.0
CCCOc1ccc(C(=O)Nc2ccc(C)cc2[N+](=O)[O-])cc1	-6.1	7.4	4.3	1.7	100.0	94.0	0.9	16.0	-1.0
O=S(=O)(Nc1ncccn1)c1ccc(NC(=S)Nc2ccc(Cl)cc2)cc1	5.3	22.5	8.2	-0.9	86.0	90.0	-16.7	18.1	-7.0
CCCn1nc(NC(=O)C(C)(C)C)c2cc3cc(OC)ccc3nc21	-15.5	11.5	3.8	-5.2	105.0	107.0	-6.5	7.9	7.0
COc1cccc(N2C(=O)CC(Sc3nc(C)cc(C)n3)C2=O)c1 (stereo not given)	-3.8	9.0	4.6	2.2	105.0	97.0	-13.6	16.4	3.0
CCOC(=O)C1(CCOc2ccccc2)CCN(Cc2cccc3nonc23)CC1	-16.6	-30.3	0.2	0.8	107.0	119.0	0.2	-5.6	0.0
Cc1cc(=O)n2cc(-c3ccccc3)nc2[nH]1	-5.6	11.0	1.4	9.2	101.0	101.0	-1.3	32.4	3.0
N#CCCn1c(Cl)nc2ccccc21	-19.8	8.1	0.7	3.2	83.0	85.0	-4.6	7.6	-7.0
Cc1ccc(CCNS(=O)(=O)c2ccc(C)cc2)cc1	-15.4	-21.5	7.2	5.4	89.0	83.0	-2.4	4.4	-8.0
CC(C)CCc1noc(CN(C)CCC2CCOCC2)n1	5.4	5.4	6.1	3.4	97.0	101.0	-9.3	·	-2.0
Cn1c(-c2ccccc2Br)n[nH]c1=S	·	·	3.2	0.4	102.0	99.0	8.6	·	8.0
CC(C)C(=O)N1CCC2(CC1)Oc1ccc(F)cc1C(=O)C21CC(c2ccc(Cl)cc2)=NO1 (stereo not given)	-9.7	7.9	-4.5	2.7	88.0	91.0	·	14.1	-14.0
CCOC(=O)n1c(=O)n(Cc2ccc(OC)cc2)c2ccccc21	-9.5	15.6	4.0	-2.1	98.0	99.0	-0.1	11.7	-1.0
Cc1ccc(N2CC(C(=O)Nc3ccc4c(c3)OCCO4)CC2=O)cc1 (stereo not given)	-9.9	1.3	0.0	6.0	106.0	102.0	9.1	8.0	-1.0
